GAA glycogen mod: GAA glycogen-cleavage inhibition or activation. P10253. recombinant GAA, glycogen substrate, Amplex Red glucose oxidase fluorescence. Potency, µM (top dose mostly 76.4 µM), without a hit: at the highest dose activity change, negative = inhibition, usual class: inhibitors. hit rate 0.38% among 300,000. AID 2100; active = well fitted inhibition curve with a large enough effect; inconclusive = small, poorly fitted or top-dose-only effect, or another doubt; inactive = no such curve, though single readings can be large or run the other way;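 also: 0% = full enzyme reaction and -100% = no-enzyme basal signal; the screen sought inhibitors and activators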
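Natural-substrate format: glycogen cleavage by 4 nM human enzyme, glucose read by Amplex Red coupling (Ex 573, Em 610 nm). Normalized to enzyme and no-enzyme controls.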
* = called active by the depositor; ? = inconclusive; [ ] = dose if it differs, or a comment. Potency is read from the fitted curve at half-maximal effect. Only part of the results is shown. The share of hits here may be higher or lower than overall.

SMILES	GAA glycogen mod
Cc1cccc2cc(CN(Cc3ccco3)C(=O)c3ccco3)c(=O)[nH]c12	1%
CCC(C)(O)c1[nH]c2ccc(C(=O)OC)cc2c1C (stereo not drawn)	10%[76.3 µM]
COc1ccc(C2=NN(C(=O)c3ccccc3C(=O)O)C(c3ccccc3O)C2)cc1 (stereo not drawn)	1%
CCc1nc2ccc(C(=O)NCCc3ccco3)cc2nc1CC	0%[76.3 µM]
CCN1CCN(CC(=O)N2c3ccccc3Sc3ccccc32)CC1	2%
CC(C)c1c(C(=O)N/N=C/c2cccc3ccccc23)nnn1-c1nonc1N	-24%[76.3 µM]
O=C(Cc1nnc(NC(=O)c2ccccc2)s1)N/N=C\c1ccc(O)c(O)c1	?
CCOC(=O)C1CCCN(Cc2ccc(-c3ccccc3)cc2)C1 (stereo not drawn)	-1%[76.3 µM]
COc1ccc(N2CCN(C(=O)c3ccc(C)c(NC(=O)c4ccco4)c3)CC2)cc1	-9%[76.3 µM]
CCOc1ccc(CCNC(=O)CCNC(=O)c2ccccc2Cl)cc1OCC	1%[76.3 µM]
CC(=O)Nc1ccc(NS(=O)(=O)c2ccc3c(c2)oc(=O)n3C)cc1	3%[76.3 µM]
Cc1ccn(-c2ccc(NC(=O)c3cccs3)cc2)n1	6%
Cc1cccc(NC(=O)NCCN2CCCCC2)c1	3%[76.3 µM]
Cc1ccc(C2=NO[C@@](CC(=O)O)(C(=O)Nc3ccc4c(c3)OCCO4)C2)cc1	3%
Oc1ccc(CCNc2ncnc3ccc(Cl)cc23)cc1	11%[76.3 µM]
O=C(O)CCN1C(=O)/C(=C2\C(=O)N(Cc3ccccc3Cl)c3ccccc32)SC1=S	3%
Cc1ccnc(SCc2ccc(C(=O)O)cc2)n1	7%[76.3 µM]
Cc1noc(C)c1CCC(=O)NC1CCCN(Cc2ccc(CC(C)C)cc2)C1 (stereo not drawn)	1%[76.3 µM]
COC(=O)C1CCN(C(=O)C2CCC(=O)N(CCCc3ccccc3)C2)CC1 (stereo not drawn)	0%[76.3 µM]
CCNC(=O)/C(C#N)=C/c1c(N2CCN(c3ccccc3)CC2)nc2c(C)cccn2c1=O	3%
COc1ccc(S(=O)(=O)N2CCCOC2CNC(=O)C(=O)NCc2ccncc2)cc1 (stereo not drawn)	-1%[76.3 µM]
CCOC(=O)C1=C(COc2ccccc2)NC(=O)NC1c1ccc(Br)cc1 (stereo not drawn)	1%[76.3 µM]
Nc1cc(C(=O)OCC(=O)N2CCOCC2)ccc1Cl	14%
Cc1nc(C(F)(F)F)c(C(=O)O)cc1-c1nc(-c2ccccc2)cs1	2%
Cc1ccc(OCC2Cn3c(nc4c3c(=O)[nH]c(=O)n4C)O2)cc1C (stereo not drawn)	-7%
O=C(Nc1cccc(C(F)(F)F)c1)c1cccnn1	5%
CC(C)[C@H](NC(=O)OCc1ccccc1)C(=O)OCc1ccccc1	-1%
Cc1cc(C)cc(C(=O)Nc2nnc(SCC(=O)NCC3CCCO3)s2)c1 (stereo not drawn)	5%[76.3 µM]
COC(=O)Cc1c(C)c2ccc(OCC(=O)NC3CCS(=O)(=O)C3)cc2oc1=O (stereo not drawn)	-6%[76.3 µM]
COc1ccc(Cl)cc1S(=O)(=O)N(C)CC(=O)N1CCOCC1	-3%
COc1ccccc1OCC(=O)Nc1ccc(S(=O)(=O)Nc2cc(C)on2)cc1	-2%
N#Cc1cccc(C#N)c1NCC1CCCO1 (stereo not drawn)	-4%
Cc1oc(-c2ccc(F)cc2)nc1CN1CCCC(C(=O)N2CCOCC2)C1 (stereo not drawn)	-16%[76.3 µM]
CC(C)NC(=O)c1ccc(COc2cc(Cl)ccc2Cl)o1	-5%
CCOC(=O)COc1ccc(/C=C2/C(=O)NN(c3ccc(F)cc3)C2=O)cc1OC	?
CC[C@@H](C)[C@H](NC(=O)Cc1c(C)c2c(cc(C)c3c(C)c(C)oc32)oc1=O)C(=O)O	0%
CCn1cc(CN2CCC(C(=O)Nc3ccc(Oc4cccnc4)cc3)CC2)c(C)n1	-9%[76.3 µM]
COC(=O)CN1C(=O)[C@H]2[C@@H](c3ccc(C)o3)N3C(=O)CN(Cc4ccccn4)C(=O)[C@@]3(Cc3ccccc3)[C@H]2C1=O	15%[76.3 µM]
CCN1/C(=C/C=C/C=C/C=C/c2sc3ccccc3[n+]2CC)Sc2ccccc21	-1%
COc1cccc(Oc2ncnc(N)c2[N+](=O)[O-])c1	8%

Given field by field: part of the list above
Structure: COc1ccc(Cl)cc1S(=O)(=O)N(C)CC(=O)N1CCOCC1
- GAA glycogen mod: -3%
Structure: CCOC(=O)COc1ccc(/C=C2/C(=O)NN(c3ccc(F)cc3)C2=O)cc1OC
- GAA glycogen mod: ?
Structure: CCOC(=O)C1=C(COc2ccccc2)NC(=O)NC1c1ccc(Br)cc1 (stereo not drawn)
- GAA glycogen mod: 1%[76.3 µM]
Structure: COC(=O)CN1C(=O)[C@H]2[C@@H](c3ccc(C)o3)N3C(=O)CN(Cc4ccccn4)C(=O)[C@@]3(Cc3ccccc3)[C@H]2C1=O
- GAA glycogen mod: 15%[76.3 µM]

Four records drawn at random from those above, as already listed:
SMILES	GAA glycogen mod
COC(=O)CN1C(=O)[C@H]2[C@@H](c3ccc(C)o3)N3C(=O)CN(Cc4ccccn4)C(=O)[C@@]3(Cc3ccccc3)[C@H]2C1=O	15%[76.3 µM]
COc1ccccc1OCC(=O)Nc1ccc(S(=O)(=O)Nc2cc(C)on2)cc1	-2%
Nc1cc(C(=O)OCC(=O)N2CCOCC2)ccc1Cl	14%
Cc1nc(C(F)(F)F)c(C(=O)O)cc1-c1nc(-c2ccccc2)cs1	2%

Further structures follow.
SMILES	GAA glycogen mod
COc1ccc(CCNC(=O)CCCn2c(=O)c3cccn3c3cccnc32)c(OC)c1OC	-24%[76.3 µM]
O=[N+]([O-])c1ccc(-c2nnc3cccc(Cl)n23)cc1	-7%
CC(Oc1ccc(Cl)cc1)C(=O)N1CCCc2ccccc21 (stereo not drawn)	-1%[76.3 µM]
Clc1ccc2oc(SCc3cccnc3)nc2c1	2%
CC1CCN(C(=O)C2CCCN(c3ncnc4c3nc3n4CCCCC3)C2)CC1 (stereo not drawn)	-9%[76.3 µM]
CCOc1ccc(S(=O)(=O)N2CCC(C(=O)NCCc3ccc(S(N)(=O)=O)cc3)CC2)cc1	-11%
O=C(Nc1cc(S(=O)(=O)N2CCCCC2)ccc1Cl)C1=NN(c2ccccc2)C(=O)CC1	4%[76.3 µM]
CC1C(=O)Nc2ccccc2N1C(=O)c1c(F)cccc1F (stereo not drawn)	0%
O=C(NCCCc1ccccc1)c1ccc([N+](=O)[O-])cc1Cl	-9%[76.3 µM]
COc1ccc(C(=O)NCCCNC(=O)c2ccccn2)cc1Br	-1%[76.3 µM]
C=CCNC(=O)[C@@H]1CSC2c3ccc(OC)c(OC)c3C(=O)N21 (stereo partly drawn)	-6%
C=CCn1cccc(C(=O)Nc2ccc(Cl)cc2)c1=O	-2%
COc1cccc(C(=O)NCCN2CCN(c3ccccc3)CC2)c1	-6%[76.3 µM]
COc1ccc(N(CC(=O)NCC2CCCO2)C(=O)CCC(=O)Nc2nccs2)c(OC)c1 (stereo not drawn)	4%
Cc1ccc2c(Cl)c(C(=O)NC3CC3)sc2c1	-4%[76.3 µM]
COc1ccc(CCNC(=O)CCN2C(=O)[C@@H]3Cc4ccccc4CN3C2=O)cc1OC	5%[76.3 µM]
CC(C)CC(=O)Nc1ccc(Cc2ccncc2)cc1	4%[76.3 µM]
O=[N+]([O-])c1cccnc1S(=O)(=O)c1ccccc1	-2%
CCCC(=O)N1CCN(c2nc3ccc(CC)cc3s2)CC1	-1%[76.3 µM]
CCc1cc(=O)oc2cc(C)cc(OCC(=O)N3CCC[C@@H]3C(=O)O)c12	15%[76.3 µM]
CC(C)(C)c1ccccc1NC(=O)CN1C(=O)NC2(CCCC2)C1=O	-6%
CCOc1ccc(S(=O)(=O)N2CCC(C(=O)NCc3ccncc3)CC2)cc1	-1%[76.3 µM]
CCOc1ccc(NC(=O)C/C(C)=N/NC(=O)COc2ccc(Br)cc2C)cc1	-12%
COc1cc(C2C3=C(CC(C)(C)CC3=O)N(C)C3=C2C(=O)CC(C)(C)C3)cc(Br)c1O	?
CC(CCc1ccccc1)NC(=O)c1cnc(Cl)c(Cl)c1 (stereo not drawn)	0%
O=C(Nc1ccc(OC(F)F)cc1)c1cc[n+]([O-])cc1	1%[76.3 µM]
C=CCOc1ccc(/C=C2\SC(N)=NC2=O)cc1OC	-2%
CC(C)(O)c1[nH]c2cc(C(F)(F)F)ccc2c1C(C)(C)O	4%[76.3 µM]
S=C(c1ccc(Br)cc1)N1CCCC1	7%
COC(=O)c1ccc(CN2CCC(Oc3cccc(C(=O)N4CCOCC4)c3)CC2)cc1	-5%[76.3 µM]
CC(C)(C)OC(=O)CNC(=O)c1nc[nH]c1C(=O)N1CCN(C(=O)OC(C)(C)C)CC1	22%[76.3 µM]
COc1ccc(N2C(=O)N[C@@H](Cc3ccccc3)C2=O)cc1OC	3%
O=C(NCCc1ccc(Cl)cc1)c1ccc2nc(N3CCOCC3)sc2c1	10%[76.3 µM]
O=C(NCc1cccnc1)c1ccccc1NS(=O)(=O)c1ccccc1	5%[76.3 µM]
Cc1ccc(NC(=O)C2C3C=CC(O3)C2C(=O)O)cc1C (stereo not drawn)	-3%[76.3 µM]
COC(=O)C(C)Oc1ccc2c(c1)O/C(=C\c1cccc(Br)c1)C2=O (stereo not drawn)	3%
CC(c1ccccc1)N1C(=O)c2ccc(C(=O)Nc3ccc(Br)cc3C(=O)O)cc2C1=O (stereo not drawn)	-6%[76.3 µM]
CCOC(=O)CNc1nc(Cl)nc(Nc2ccc(OC)cc2OC)n1	-2%[76.3 µM]
O=C(NCCCN1CCCC1=O)Nc1ccc([N+](=O)[O-])cc1	9%
Cc1ccc(NC(=O)N2CCCC2C(=O)Nc2c(C)cc(C)cc2C)cc1 (stereo not drawn)	1%

Ordered by heavy-atom count (descending): some entries from above
SMILES	GAA glycogen mod
COc1ccccc1OCC(=O)Nc1ccc(S(=O)(=O)Nc2cc(C)on2)cc1	-2%
Cc1cccc2cc(CN(Cc3ccco3)C(=O)c3ccco3)c(=O)[nH]c12	1%
CCCC(=O)N1CCN(c2nc3ccc(CC)cc3s2)CC1	-1%[76.3 µM]
CC(CCc1ccccc1)NC(=O)c1cnc(Cl)c(Cl)c1 (stereo not drawn)	0%
C=CCOc1ccc(/C=C2\SC(N)=NC2=O)cc1OC	-2%
COc1cccc(Oc2ncnc(N)c2[N+](=O)[O-])c1	8%

The results go on:
SMILES	GAA glycogen mod
O=C(/C=C/c1ccccc1)NC(=S)Nc1ccccc1O	-17%
COc1ccc(C(=O)C2CCN(C(=O)Nc3ccccc3C)CC2)cc1	-7%[76.3 µM]
O=[N+]([O-])c1cccc(S(=O)(=O)Nc2ccc(S(=O)(=O)NCC3CCCO3)cc2)c1 (stereo not drawn)	-1%[76.3 µM]
CCN(CC)CCN(C(=O)c1ccc2c(c1)OCCO2)c1nc2ccc(C)cc2s1	-3%[76.3 µM]
COc1ccc(NC(=O)c2cccnc2)cc1	15%[76.3 µM]
NS(=O)(=O)c1ccc(Nc2nc(-c3cccnc3)cs2)cc1	-9%[76.3 µM]
CCC(C)NC(=O)c1cc(S(=O)(=O)N2CCCCC2)c[nH]1 (stereo not drawn)	11%[76.3 µM]
CC1CCCC(NC(=O)c2cccc(S(=O)(=O)N3CCCCC3)c2)C1C (stereo not drawn)	-11%[76.3 µM]
CSc1ccccc1OCc1cc(C(=O)N2CCN(Cc3nccn3C)CC2)no1	-1%[76.3 µM]
O=C(O)c1ccc(CNCc2cccc(Oc3ccccc3)c2)cc1	-6%
O=C(O)c1ccc(NCc2cccnc2)c([N+](=O)[O-])c1	-1%[76.3 µM]
CCC(=O)c1ccc(N2CCN(C(=O)c3cccs3)CC2)c(F)c1	13%[76.3 µM]
O=C(CSc1n[nH]c(-c2ccco2)n1)Nc1ccc(F)cc1	-1%[76.3 µM]
CC1CCN(C(=O)CC(NC(=O)c2ccccc2Cl)c2ccccc2)CC1 (stereo not drawn)	-4%[76.3 µM]
CSc1cccc(NC(=O)C2CCCN(S(=O)(=O)c3cccs3)C2)c1 (stereo not drawn)	1%
Cc1sc2ncn(CC(=O)NCCCC(=O)N(C)Cc3ccccc3)c(=O)c2c1C	-7%
OCC[C@@H]1C[C@@H](O)[C@H](O)[C@]2(OCCc3ccccc32)O1	7%[76.3 µM]
Cc1nc2c(sc(=S)n2Cc2ccco2)c(=O)n1CC(=O)Nc1ccccc1	-2%[76.3 µM]
Cc1cc(=O)[nH]c2ccc(S(=O)(=O)Nc3ccc(O)cc3)cc12	7.1µM*
COCCCNc1nc2ccccc2nc1NS(=O)(=O)c1cccc(Cl)c1	4%
Clc1ccc(N2CCN(/N=C/c3cccnc3)CC2)cc1	5%
CC(C)(C)c1cc(N2CCOCC2)n2ncc(-c3ccc(Cl)cc3)c2n1	4%
COc1ccc(OC)c(NC(=O)CCN2CCN(C)CC2)c1	-5%[76.3 µM]
Cc1cc(SCC(=O)N/N=C/c2ccccc2C(=O)O)c(C)cc1Br	-11%
COc1ccc(N(CC(=O)NC2CCCCC2)C(=O)CCCC(=O)Nc2ccccn2)cc1	-8%[76.3 µM]
Cc1cc(C)cc(NC(=O)CCc2c(C)nn(-c3ccc(N4CCCCC4)nn3)c2C)c1	-7%[76.3 µM]
COCCn1nnnc1C(c1ccc(OC)cc1)N1CCN(C(=O)c2ccco2)CC1 (stereo not drawn)	9%[76.3 µM]

Source: PubChem
